# CBFb RUNX1 block: CBF-beta/RUNX1 interaction disruption. Potency, µM (series often up to 59.8 µM), inactives show top-dose activity, negative = inhibition, actives largely listed as inhibitors. AlphaScreen CBFb-His/RUNX1-biotin binding, biochemical. AID 1477. 230,000 tested, under 10 active. Q01196+Q13951; note: % of control where 0% means no effect
#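 Compounds were screened at multiple concentrations against a preformed CBF-beta(His)/RUNX1(biotin) complex (30 nM of each) for 15 min at room temperature, followed by 90 min with nickel and streptavidin beads and AlphaScreen reading.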
# TRb-SRC2 inh: TRbeta-SRC2 interaction inhibition | TRbeta-SRC2 peptide binding, fluorescence polarization; receptor liganded with 1 µM T3 | AID 1469 | Potency, µM (titrated, usually from 106 µM), without a hit: at the highest dose activity change, negative = inhibition, usual class: inhibitors | hit rate 0.065% among 280,000 | P10828;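 note: potency is the fitted concentration of half-maximal effect; plate controls were bound peptide for no effect and peptide without receptor for full effect; nearly all actives have a fitted effect of over 50% in size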
# Target sequence (P10828 whole entry, looked up): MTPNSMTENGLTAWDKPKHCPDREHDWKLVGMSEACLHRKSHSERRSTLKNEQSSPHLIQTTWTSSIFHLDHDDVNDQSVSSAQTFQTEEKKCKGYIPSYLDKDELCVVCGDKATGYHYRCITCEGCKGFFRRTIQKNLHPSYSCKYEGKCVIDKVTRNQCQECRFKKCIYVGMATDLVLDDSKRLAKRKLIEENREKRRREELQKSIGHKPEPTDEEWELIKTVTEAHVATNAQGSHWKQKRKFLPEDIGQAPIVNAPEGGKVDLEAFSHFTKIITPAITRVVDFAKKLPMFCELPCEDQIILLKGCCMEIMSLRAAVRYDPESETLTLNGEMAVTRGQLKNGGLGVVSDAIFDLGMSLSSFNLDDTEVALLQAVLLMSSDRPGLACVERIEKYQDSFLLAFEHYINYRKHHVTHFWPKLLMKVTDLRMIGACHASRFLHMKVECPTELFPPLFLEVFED
#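 TRb LBD 0.6 uM + Texas Red SRC2 peptide 20 nM, 1 uM T3, Tris buffer w/ 5% DMSO; compound pinned, 5 h RT; FP read ex 555/em 632; normalized to unbound and bound controls.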
# GLA spleen mod: alpha-galactosidase A (human) modulation; P06280; human spleen homogenate, 4MU-alpha-Gal fluorescence, 40 min; Potency, µM (highest dose often 80 µM), for the others: at the highest dose activity change, negative = inhibition, actives largely listed as inhibitors; hit rate 0.008% among 240,000;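 note: potency is the fitted concentration of half-maximal effect; 0% = enzyme with vehicle and -100% = no enzyme basal signal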
# Target sequence (P06280 32-429 limits assumed): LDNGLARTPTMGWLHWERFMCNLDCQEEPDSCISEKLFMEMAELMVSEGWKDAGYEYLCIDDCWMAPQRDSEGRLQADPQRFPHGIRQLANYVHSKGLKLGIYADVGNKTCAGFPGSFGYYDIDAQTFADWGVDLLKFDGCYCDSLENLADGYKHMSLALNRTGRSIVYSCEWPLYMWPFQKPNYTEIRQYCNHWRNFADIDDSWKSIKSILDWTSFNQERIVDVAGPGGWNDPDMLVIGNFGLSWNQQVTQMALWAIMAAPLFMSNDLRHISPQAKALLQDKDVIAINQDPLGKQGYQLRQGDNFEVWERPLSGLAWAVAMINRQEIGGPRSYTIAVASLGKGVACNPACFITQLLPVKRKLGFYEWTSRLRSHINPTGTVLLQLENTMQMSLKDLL
#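 Human spleen homogenate (1 ug) as enzyme source, 4-methylumbelliferyl-alpha-D-galactopyranoside 1 mM final, citrate/phosphate pH 5.0 with 0.01% Tween-20. Compounds 40 min at 37C, NaOH/glycine stop; fluorescence Ex 365/Em 440, Hill-fit AC50.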
# TR SRC2 fluor cs: counter-screen for TRb-SRC2 inhibitors: fluorescence interference. Potency, µM (top dose mostly 106 µM), inactives show at the highest dose fluorescence change, negative = quenching. TRb/SRC2 Texas Red total fluorescence interference. hit rate 0.29% among 280,000; active = well fitted curve in either direction with a large enough effect; inconclusive = small, poorly fitted or top-dose-only effect; note: potency is the fitted concentration of half-maximal effect; % is set by controls: 0 for no effect and ±100 for the full control effect
#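 Human TRb ligand-binding domain at 0.6 uM with 20 nM Texas Red SRC2 peptide in Tris buffer containing 1 uM T3 and 5% DMSO, incubated with compound 5 h at ambient temperature. Total fluorescence (555/632 nm) calculated as parallel + 2 × perpendicular.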
# Epigenetic reg: regulators of epigenetic silencing causing reporter derepression in mouse cells; hit rate 0.2% among 280,000; Potency, µM (series often up to 53.9 µM), for the others: at the top dose GFP activation, most hits filed as activators; murine LDR cells, GFP reporter derepression, 30 h; note: potency is the fitted concentration of half-maximal effect; % of control where 0% means no effect; nearly all actives have a fitted effect of over 60% in size
#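 Readout is the number of GFP-expressing murine LDR cells, counted by cytometry following washing. Cells were treated with compound for 30 h at 37 C; the stably integrated CMV-GFP locus is normally silent.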
# NPSR antag: antagonists of human neuropeptide S receptor cAMP signaling; Q6W5P4; CHO-NPSR cells, cAMP TR-FRET, antagonist mode; Potency, µM (highest dose often 38.3 µM), inactives show at the top dose activity change, negative = inhibition, usual class: inhibitors; hit rate 1% among 220,000; note: potency is the fitted concentration of half-maximal effect; % is set by controls: 0 for no effect and ±100 for the full control effect; nearly all actives have a fitted effect of over 50% in size; many of its hits are not listed in these tables
# Tau FP inhib: blocks human tau fibril formation measured by polarization; P10636; K18 P301L tau heparin fibrillization, Alexa594 FP, 6 h; Potency, µM (doses to about 57.7 µM), for the others: top-dose activity, negative = inhibition, most hits filed as inhibitors; hit rate 0.39% among 280,000; AID 1468; note: potency is the fitted concentration of half-maximal effect; % is set by controls: 0 for no effect and ±100 for the full control effect; nearly all actives have a fitted effect of over 55% in size
# Target sequence (P10636 561-689 P618L limits assumed): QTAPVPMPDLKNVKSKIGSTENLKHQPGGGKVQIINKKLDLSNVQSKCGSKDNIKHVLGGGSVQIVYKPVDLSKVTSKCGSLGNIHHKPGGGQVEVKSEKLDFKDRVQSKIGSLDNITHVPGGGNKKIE
#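 Read-out: fluorescence polarization of Alexa 594-labeled tau (0.24 uM), 555 nm excitation, 632 nm emission. Mixtures held 15 uM unlabeled K18 P301L, compound and 20 uM heparin, pH 7 acetate buffer, incubated 6 hr at 37 C.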
# Tau fluor cs: counter-screen for tau fibril formation inhibitors; AID 1463; hit rate 0.93% among 280,000; tau K18 P301L (four-repeat tau fragment) Alexa594 fluorescence, heparin fibrillization; Potency, µM (titrated, usually from 57.7 µM), without a hit: top-dose activity change, negative = decrease; note: potency is the fitted concentration of half-maximal effect; % is set by controls: 0 for no effect and ±100 for the full control effect; nearly all actives have a fitted effect of over 55% in size
#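 Human K18 P301L tau (15 uM unlabeled plus 0.24 uM Alexa 594-labeled, final) in 100 mM sodium acetate pH 7 was mixed with compound and 20 uM heparin and incubated 6 hr at 37 C.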
# The depositor's hits bear a star; ? = inconclusive; / = not tested or not shown; & = joins results of further samples; [ ] = dose if it differs, or a comment. Unless noted, calls come from the whole dose curve; as a rule, active = well fitted curve in the direction sought with a large enough effect; inconclusive = small, poorly fitted or top-dose-only effect, or another doubt; inactive = no such curve, though single readings can be large; an effect the other way counts as inactive or inconclusive. Some of the compounds tested; count on the stated rates, not on these rows.
SMILES,CBFb RUNX1 block,TRb-SRC2 inh,GLA spleen mod,TR SRC2 fluor cs,Epigenetic reg,NPSR antag,Tau FP inhib,Tau fluor cs
CC(C)CCNC(=O)COC(=O)c1cc(Br)c(Br)s1,6%,-1%,-1%,-2%,-0.6%,3%,?,-9%
COc1ccc(NC(=O)c2sccc2OS(=O)(=O)N(C)C)cc1,-4%,-2%,4%,-4%,0.0%,-9%,1%,-3%
Cc1cccc(N2CCN(C(=O)c3cnn4c(C(F)F)cc(-c5ccccc5)nc34)CC2)c1C,1%,-4%,4%,-3%,5.6%,-24%[46.1 µM],13%,-11%
CC(=O)Nc1ccc(NC(=O)COc2ccc([N+](=O)[O-])cc2)cc1,-2%,-3%,-3%,-4%,2.5%,0%,-3%,-16%
CCCCCCCc1c(O)nc(SCC(=O)O)[nH]c1=O,-3%,-7%,0%,-3%,1.1%,-15%,-3%,-10%
COc1ccc(/C=C2\SC(=N)N(c3ccc(F)cc3)C2=O)cc1OC,-1%,2%,0%,-4%,-2.2%,-4%,-12%,-28%
COc1ccc(N(Cc2nnc3n2CCCCC3)C(=O)Nc2ccccc2)cc1,1%,-3%,-9%,-1%,0.2%,10%,0%,-2%
Cc1ccc(NC(=O)CSc2nc3ccccc3c3nc(CCn4c(C)nc5ccccc54)nn23)cc1F,/,1%,/,-4%,1.3%,/,-5%,9%
NC(=O)C[C@@H]1N[C@]2(C(=O)Nc3ccccc32)[C@@H]2C(=O)N(C3CCCCC3)C(=O)[C@H]12,4%,-3%,-5%,0%,-0.7%,2%[46.1 µM],6%,4%
CCN1C(=O)c2ccccc2S(=O)c2ccc(C(=O)NCc3ccc(Cl)cc3)cc21 (stereo not given),/,3%,/,-9%,0.0%,/,1%,-17%
O=C(NC(=S)N1CCCc2ccccc21)c1ccc(Cl)cc1,-4%,3%,9%,-1%,-1.0%,-14%,1%,-3%
O=C(CO/N=C/c1ccccc1OC(F)F)N1CCc2ccccc21,2%,2%,-1%,-2%,0.2%,15%,7%,2%
COc1ccc(-c2nn(CCC(=O)O)cc2/C=C/C(=O)O)cc1[N+](=O)[O-],-14%,-2%,4%,-2%,0.0%,16%,2%,4%
Cc1cccc(C(=O)Nc2nccs2)c1[N+](=O)[O-],0%,-1%,0%,0%,-1.1%,10%,6%,0%
CCOc1ccccc1N(CC)C(=O)c1noc2c1COc1ccc(C)cc1-2,/,5%,/,-10%,1.4%,/,-9%,-15%
CN(C)c1ccc(CN(C(=O)COc2ccc(Br)cc2)C2CCS(=O)(=O)C2)cc1 (stereo not given),-19%,0%,8%,-2%,-0.7%,-10%[46.1 µM],12%,-13%
Cc1ccc(N2C(=O)C(CN3CCOCC3)C2c2ccccc2)cc1 (stereo not given),-19%,-3%,6%,-1%,-0.2%,-3%,?,0%
COc1cc(-c2nnc(SCc3cccnc3)n2C)cc(OC)c1O,-13%,-3%,-3%,-6%,2.0%,-7%[46.1 µM],-8%,-8%
O=C(Cc1ccccc1)NNS(=O)(=O)c1ccc([N+](=O)[O-])cc1,-1%,-6%,-2%,-2%,0.0%,15%,4%,-5%
Cc1cccc(C)c1OCC(O)CN(Cc1ccccc1O)C1CCCCC1 (stereo not given),6%,2%,0%,-1%,-3.5%,?,3%,-11%
CC(=O)Nc1ccc(NC(=O)c2ccc(NS(=O)(=O)c3cc(C(C)(C)C)ccc3C)cc2)cc1,-6%,0%,1%,-2%,10%,-26%,?,?
O=c1[nH]c(CN2CCN(S(=O)(=O)/C=C/c3ccccc3)CC2)nc2ccccc12,2%,0%,0%,0%,-4.1%,-12%,9%,-6%
CC(OC(=O)CCc1nc2ccccc2c(=O)[nH]1)C(=O)c1ccc(Br)cc1 (stereo not given),-4%,-5%,5%,-1%,-1.8%,20%,-7%,-19%
Cc1ccc(C2c3[nH]c4ccccc4c3CCN2C(=O)CSCc2ccc(F)cc2)cc1 (stereo not given),/,2%,/,0%,-1.1%,/,-4%,-22%
COc1ccc2[nH]c(=O)c(CN(C(=O)NC3CCCCC3)C3CCCC3)cc2c1,-6%,-2%,11%,-1%,0.7%,-15%[46.1 µM],1%,12%

# Going on with the list:
SMILES,CBFb RUNX1 block,TRb-SRC2 inh,GLA spleen mod,TR SRC2 fluor cs,Epigenetic reg,NPSR antag,Tau FP inhib,Tau fluor cs
CCCc1nc(SCC(=O)c2ccc(F)cc2)c2ccccc2n1,8%,-2%,-6%,2%,2.9%,?,-15%,-15%
COc1cc(C=O)ccc1OCc1cccc(Br)c1,?,4%,-5%,9%,1.1%,16%,6%,-8%
COC(=O)c1ccccc1NC(=O)CCCn1nc(C)c2sc3ccccc3c2c1=O,/,2%,/,1%,-3.2%,/,-1%,-25%
Cc1cc(C)cc(NC(=O)CCn2cnc3ccccc3c2=O)c1,/,-11%,/,0%,2.2%,/,-13%,-4%
Cc1ccccc1NC(=O)CSc1nc(COc2ccccc2)nc2ccccc12,-1%,-15%,2%,-1%,1.8%,-5%[46.1 µM],-2%,-10%
CCC(=O)Nc1ccc(C(=O)Nc2ccc(Br)cc2F)cc1,-11%,-3%,8%,-1%,8.1%,-19%,-9%,-12%
CC(C)CCNC(=O)COc1ccc(N(C)S(=O)(=O)c2ccc(F)cc2)cc1,1%,0%,7%,-2%,-0.3%,-20%,-1%,-11%
Cc1cccc2c(C(=O)O)cc(-c3cccnc3)nc12,8%,-2%,3%,2%,3.1%,-31%,-6%,-8%
CCOC(=O)c1cccc(NC(=O)CSc2nnc(-c3ccoc3C)n2CCOC)c1,3%,-3%,11%,-4%,0.0%,0%[46.1 µM],-3%,-12%
CCCc1ccc(OCC(=O)Nc2sc3c(c2C(=O)OC)CCCCC3)cc1,/,-5%,/,-11%,-1.6%,/,-15%,-9%
C=C1C2CC[C@@]3(C)C(c4ccoc4)OC(=O)C[C@@]13OC1CC(O)C(C)(C)C(CC(=O)OC)[C@@]12C (stereo not given in full),-4%&4%,-5%&-8%,8%&-17%,-1%&-1%,-1.3%&-1.3%,/,3%&1%,-4%&-5%
CN(Cc1ccccc1NC(=O)c1ccc(S(=O)(=O)N(C)C)cc1)C1CCCCC1,6%,2%,-10%,0%,-1.3%,-31%,4%,2%
Cc1ccc(NC(=O)Cn2c(CCC(=O)O)ccc2-c2ccc(Cl)cc2)cc1,/,3%,/,7%,-1.0%,/,6%,-7%
CC(C)(C)C(=O)OC1=CN(Cc2ccccc2)S(=O)(=O)c2ccccc21,/,-3%,/,8%,-1.6%,/,-3%,-24%
Cc1cc(C)c2c(C)c(C(=O)N3CCC(c4nc5ccccc5s4)CC3)oc2c1,/,2%,/,0%,-3.2%,/,6%,-10%
CC(=O)Cc1nsc(NC(=O)c2ccc(COc3ccc(C)cc3)o2)n1,-10%,-3%,1%,2%,5.6%,-20%[46.1 µM],-1%,-4%
Cc1ccc(/C(O)=C2/C(=O)C(=O)N(CCN3CCOCC3)C2c2cccs2)cc1 (stereo not given),1%,-14%,6%,-1%,0.0%,2%[46.1 µM],0%,-3%
CC1CCC(N2CCN(c3ncccn3)CC2)C1 (stereo not given),-9%,5%,1%,1%,1.6%,2%[46.1 µM],6%,-1%
C[C@H](CCC(=O)NCC(=O)O)C1CC[C@H]2C3CC[C@@H]4C[C@H](O)CC[C@]4(C)C3C[C@H](O)[C@]12C (stereo not given in full),14%,-7%,-20%,-1%,2.1%,/,-1%,0%
CCCCN(CC)C(=O)CSc1c2c(nc3ccc(Cl)cc13)CCCC2,/,-3%,/,0%,-0.8%,/,0%,-9%
Cc1cccc(C(CC(=O)N2CCCC2)c2ccccc2)c1O (stereo not given),4%,-10%,-2%,-2%,-1.9%,-13%[46.1 µM],5%,-1%
COc1cc(C2NC(=O)NC(C)=C2C(C)=O)cc(OC)c1OC (stereo not given),-1%,-4%,-7%,-1%,-1.0%,-3%,1%,-4%
CCOC(=O)c1ccc(N=C2C(=S)N(c3ccc(C(=O)OCC)cc3)C(=N)N2/N=C/c2ccccc2)cc1,-1%,-9%,8%,-2%,-1.0%,-17%,14%,?
COc1ccc(CNc2ncnc3c2nc2n3CCCC2)cc1,/,-5%,/,18µM*[quencher],0.0%,/,-14%,4%
CCOc1ccc(C(=O)Nc2ccccc2C(=O)O)cc1,3%,-6%,3%,1%,2.0%[10.1 µM],-21%,7%,2%

# Overlap with the part before: 3 compounds; new compounds follow.
SMILES,CBFb RUNX1 block,TRb-SRC2 inh,GLA spleen mod,TR SRC2 fluor cs,Epigenetic reg,NPSR antag,Tau FP inhib,Tau fluor cs
CCOC(=O)c1ccc(N=C2C(=S)N(c3ccc(C(=O)OCC)cc3)C(=N)N2/N=C/c2ccccc2)cc1,-1%,-9%,8%,-2%,-1.0%,-17%,14%,?
COc1ccc(CNc2ncnc3c2nc2n3CCCC2)cc1,/,-5%,/,18µM*[quencher],0.0%,/,-14%,4%
CCOc1ccc(C(=O)Nc2ccccc2C(=O)O)cc1,3%,-6%,3%,1%,2.0%[10.1 µM],-21%,7%,2%
CCC(C)NC(=O)c1ccc(Cn2c(=O)c3cccn3c3cccnc32)cc1 (stereo not given),/,-2%,/,0%,6.5%,/,-5%,-3%
COc1ccc(S(=O)(=O)N2CCC(C(=O)NCc3cccc(OC)c3)CC2)cc1,5%,-10%,-12%,0%,-1.9%,-3%[46.1 µM],-1%,-4%
Cc1ccc(CN2C(=O)CCC2C(=O)NC2CCCC2)cc1 (stereo not given),8%,-18%,5%,-1%,-0.8%,-2%[46.1 µM],1%,3%
C(=N\Nc1ccc2nncn2n1)/c1ccccn1,1%,0%,5%,0%,-1.6%,-9%,-7%,1%
COCCn1nnnc1C(c1ccc(C(F)(F)F)cc1)N1CCOCC1 (stereo not given),5%,-4%,3%,-1%,-2.7%,9%[46.1 µM],-2%,-3%
Cc1ccc(-n2nnnc2SCC(=O)Nc2cccnc2Cl)cc1,-2%,2%,3%,3%,1.0%,30%,-5%,-9%
